# Screening data from PubChem.
# A549 tox: A549 cytotoxicity, counter-screen for Nrf2 inhibitors | A549 ARE-Fluc cells, CellTiter-Fluor viability, 18-24 h | Potency, µM (series often up to 46 µM), for the others: at the highest dose activity change, negative = cytotoxicity, hits mostly inhibitors | actives 0.16% (n = 390,000) | AID 504648; also: potency is read from the fitted curve at half-maximal effect; % is scaled to controls: 0 for no effect and ±100 for the full control effect
#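 Cytotoxicity counterscreen: CellTiter-Fluor fluorescence was measured in A549 ARE_Fluc cells after 18-24 h of compound exposure in a concentration series. The subsequent BugLite luminescent read reports ARE-luciferase activity.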
# Mm-Cpn inhibitor: blocks the Methanococcus maripaludis chaperonin Mm-Cpn | purified Mm-Cpn ATPase, ADP Transcreener TR-FRET | Potency, µM (series often up to 76.9 µM), for the others: at the top dose activity, negative = inhibition, most hits filed as inhibitors | actives 0.031% (n = 330,000) | AID 504842; also: potency is read from the fitted curve at half-maximal effect; % is scaled to controls: 0 for no effect and ±100 for the full control effect; nearly all actives have a fitted effect of over 80% in size
#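 ATPase read-out: TR-FRET ADP immunoassay (anti-ADP Eu cryptate vs ADP-d2), ex 320 nm, em 590/665 nm; signal drops as ADP forms. Enzyme 25 nM, ATP 10 uM, 30 min at 37°C after 10 min compound preincubation.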
# ATXN viability: cell viability loss in ATXN counter-screen; S2 cells (HEK-293 line with an ATXN2-luciferase reporter) viability, CellTiter-Fluor protease fluorescence, 24 h; Potency, µM (doses to about 56.7 µM), usual class: cytotoxic; actives 0.49% (n = 400,000); AID 651635; also: potency is read from the fitted curve at half-maximal effect; nearly all actives have a fitted effect of over 40% in size
# Nrf2 inh: Nrf2 pathway inhibition; actives 2.1% (n = 360,000); Potency, µM (doses to about 46 µM), without a hit: top-dose activity change, negative = inhibition, hits mostly inhibitors; A549 ARE-Fluc reporter, luciferase luminescence, 18-24 h; also: potency is read from the fitted curve at half-maximal effect; % is scaled to controls: 0 for no effect and ±100 for the full control effect; nearly all actives have a fitted effect of over 60% in size
#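 A549 ARE_Fluc cells, 5000/well, 5% FBS OPTI-MEM; compounds in dose-response, 18-24 h at 37 °C/5% CO2; CellTiter-Fluor viability read (Ex 405/Em 525), then BugLite luciferase luminescence = Nrf2 activity.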
# HepG2 viability: HepG2 cytotoxicity, counter-screen for TGF-b inhibitors; Potency, µM (series often up to 46.1 µM), for the others: top-dose activity change, negative = cytotoxicity, hits mostly cytotoxic; actives 0.76% (n = 410,000); HepG2 CAGA-GFP viability, ATP luminescence, 18 h; AID 588856; also: potency is read from the fitted curve at half-maximal effect; some results filed as inactive show a strong effect at the top dose
#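 CellTiter-Glo luminescence gave cytotoxicity after 18 hours at 37 degrees C. The cells were HepG2 CAGA-GFP in 1% FBS DMEM, stimulated with 500 pg/mL TGF-beta after compound addition. %Activity was normalised to no-cell wells (complete cell-killing) and DMSO (no toxicity), and curves were fitted and classified.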
# CCT chaperon mod: cytosolic chaperonin activity modulation. purified chaperonin ATPase assay, HTRF ADP detection, 30 min. activity change, % (test concentration not listed), hits read low. actives 0.3% (n = 360,000). AID 651819; in the data active = activity change below about -30%; also: % is scaled to controls: 0 for no effect and ±100 for the full control effect
#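 Enzyme 40 or 20 nM (batch-dependent) in Tris pH 7.4/KCl/MgCl2/DTT; cpd 76 uM single point; ATP 10 uM; 30 min 37 °C; Transcreener ADP HTRF detection, 30 min RT; ratio 665/615.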
# Nrf2 ARE act: Nrf2 pathway activation; AID 624171; actives 0.31% (n = 410,000); AREc32 ARE-luciferase reporter (MCF7-derived line), luminescence, 24 h; Potency, µM (titrated, usually from 46.1 µM), for the others: at the highest dose activation, actives largely listed as activators; also: potency is read from the fitted curve at half-maximal effect; % of control where 0% means no effect; nearly all actives have a fitted effect of over 65% in size
#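 AREc32 cells carrying an ARE-driven firefly luciferase, 1000 cells/well in OPTI-MEM with 5% FBS, dosed after overnight attachment and incubated 24 hr at 37 deg C. Steady-Glo luminescence read after 30 min at RT.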
# TGFb SMAD3 inh: blocks TGF-b signaling; Potency, µM (highest dose often 46.1 µM), without a hit: top-dose activity, negative = inhibition, hits mostly inhibitors; HepG2 CAGA-GFP TGF-b/SMAD3 reporter, GFP fluorescence, 18 h; TGF-beta stimulated, 500 pg/mL final; actives 1.2% (n = 410,000); also: potency is read from the fitted curve at half-maximal effect; % is scaled to controls: 0 for no effect and ±100 for the full control effect; nearly all actives have a fitted effect of over 65% in size
#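 HEPG2 CAGA-GFP, 1000 cells/well; 2 h settle, 37 C; cpd via pin tool; TGF-b 500 pg/mL final; 18 h, 37 C; GFP imaging ex488/em500-530; %Activity normalised to -TGF-b and +DMSO controls; CRC fit, curve class.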
# pAkt inh: Akt phosphorylation inhibition. Neuro2A IGF-stimulated pAkt S473 HTRF, 20 min; stronger effect = lower value. activity change, % for hits at 50 µM. actives 0.32% (n = 360,000); in the data active = activity change below about -80%; inconclusive = mostly about -51% to -80%; also: % is scaled to controls: 0 for no effect and ±100 for the full control effect
#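 Single-point screen (50 µM final compound) in Neuro2A cells stimulated 20 min with 6 nM IGF at 37 deg C. After lysis, Ser473-phosphorylated Akt read by HTRF (ex 330 nm, em 615/665 nm) as the 665/615 ratio.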
# The depositor's hits bear a star; i = inactive; ? = inconclusive; . = not tested or not shown. Unless noted, calls follow the shape of the dose curve; as a rule, active = well fitted curve in the direction sought with a large enough effect; inconclusive = small, poorly fitted or top-dose-only effect, or another doubt; inactive = no such curve, though single readings can be large; an effect the other way counts as inactive or inconclusive.
SMILES,A549 tox,Mm-Cpn inhibitor,ATXN viability,Nrf2 inh,HepG2 viability,CCT chaperon mod,Nrf2 ARE act,TGFb SMAD3 inh,pAkt inh
CC1=C(C(=O)Nc2cccnc2)C(c2ccc(F)cc2)n2nc(-c3cccc(C)c3)nc2N1 (configuration not stated),0%,.,i,-18%,-9%,.,0.0%,-4%,.
COc1ccccc1/C=C/c1nc(C#N)c(NCC(C)C)o1,16%,.,.,?,-47%,.,-3.1%,.,.
O=C(NCc1cccc(Cl)c1)c1ccc2c(c1)OCCO2,0%,1%,i,?,-6%,-1.3,4.2%,3%,i
CCOc1ccc(NC(=O)C2CCCN(C)C2)cc1 (configuration not stated),6%,0%,i,24%,2%,0.9,0.2%,-10%,i
COc1ccc(C(C)=NOC(=O)c2c(-c3ccccc3Cl)noc2C)cc1CN1CCOCC1,.,.,i,.,-21%,0.4,3.4%,-2%,i
Cc1[nH]c2ccc(C(=O)OC(C)C(=O)N(C)c3ccccc3)cc2c1C (configuration not stated),-18%,-1%,i,?,0%,1.0,3.9%,?,i
CN(C)CCOC(=O)CCCCCCCCC(=O)OCCN(C)C,-3%,2%,i,-5%,46%,-7.6,-0.8%,24%,i
COc1ccc(/C=C/C(=O)N2CC(C)OC(C)C2)cc1OC (configuration not stated),9%,2%,i,4%,4%,-3.0,2.8%,8%,i
O=C(CN1C(=O)C2C3C=CC(C3)C2C1=O)OCC(=O)c1ccc(Br)cc1 (configuration not stated),8%,2%,i,-2%,-3%,-0.6,0.2%,-11%,i
CN(CC(=O)Nc1ccc(Cl)c(C(F)(F)F)c1)C(=O)c1cccc2cccnc12,-6%,-2%,i,-5%,-15%,-1.7,2.7%,?,i
Cc1cc(C)n(-c2ccc(NC(=O)C3CCCCN3C(=O)c3ccoc3)cc2)n1 (configuration not stated),1%,-2%,i,-7%,-3%,-2.9,2.0%,0%,i
Cc1ccc(OCc2ccc(-c3nc(C#N)c(N4CCN(c5cccc(Cl)c5)CC4)o3)o2)cc1,4%,.,i,8%,5%,.,-0.4%,18%,.
O=C(c1cnn2c(C(F)(F)F)cc(-c3cccs3)nc12)N1CCOCC1,-8%,-1%,i,-6%,-8%,1.6,-0.7%,0%,i
CCOC(=O)c1c(C)[nH]c(C)c1S(=O)(=O)NCc1cc(C)ccc1C,-2%,1%,i,16%,-6%,-1.8,-1.1%,17%,i
C[n+]1cccc(O)c1SCc1ccccc1,-1%,-1%,14µM*,-17%,-64%,-2.8,5.7%,?,i
C=CCn1c(SCc2c(C)noc2C)nc2cc(C(=O)O)ccc2c1=O,-25%,-3%,?,-3%,6%,-0.2,-0.2%,-25%,i
COc1ccc(NC(=S)NN2CCN(C)CC2)cc1,0%,-1%,i,?,9%,-6.0,-0.2%,0%,i
COc1ccc(N(Cc2cc3cccc(C)c3[nH]c2=O)S(=O)(=O)c2ccc(Cl)cc2)cc1,1%,-23%,i,?,-26%,-2.4,0.7%,-3%,.
O=C(Cc1cccs1)Nc1ccccc1C(=O)O,-5%,1%,i,.,-61%,-1.4,-0.8%,7%,i
O=S1(=O)CCOC[C@H](Cc2ccccc2)N1Cc1ccc(Cl)cc1,6%,.,i,?,-12%,-2.7,9.1%,-23%,i
Cc1ccc(NC(=O)c2cccc(Oc3ccc([N+](=O)[O-])cc3)c2)c(C(=O)O)c1,1%,1%,.,-1%,-8%,-2.0,0.0%,?,i
O=C(c1ccc(Br)s1)N1CCN(C/C=C/c2ccccc2)CC1,-2%,-2%,i,6%,-32%,-3.8,3.8%,1%,i
O=[N+]([O-])c1ccc(Oc2cc(NC3CCCCCCC3)c([N+](=O)[O-])cc2[N+](=O)[O-])cc1,-14%,1%,i,2%,22%,-0.2,-0.1%,7%,i
O=C(c1ccccc1)c1cnc[nH]1,-3%,3%,i,6%,12%,-0.3,-0.8%,5%,i
CCc1cccc2sc(NC(=O)C3CC3)nc12,2%,-3%,i,18%,-32%,-2.8,18%,-2%,i
Cc1ccc(Nc2ncc(C(=O)N3CCN(c4cccc(Cl)c4)CC3)c3ccccc23)cc1Cl,1%,.,i,?,3%,.,0.0%,10%,.
Cc1cc(-c2ccc(C)c(S(=O)(=O)Nc3cc(C)on3)c2)on1,-4%,0%,i,-1%,-4%,0.0,-0.1%,-8%,i
O=C(c1ccc(Cn2cc([N+](=O)[O-])cn2)o1)N1N=C(C(F)F)CC1(O)C(F)F (configuration not stated),-10%,1%,i,-10%,0%,-0.4,-0.6%,0%,i
CCNc1nc(NCC)n2c(SCC(=O)Nc3ccc(C(F)(F)F)cc3[N+](=O)[O-])nnc2n1,-3%,1%,i,2%,-4%,-0.4,2.4%,-16%,i
N#Cc1c(-c2ccco2)ccn(Cc2ccc(F)cc2)c1=O,3%,1%,i,-3%,-3%,-4.4,9.9%,-3%,i
CN(C)C(=O)c1ccc(N/C=C(\C=O)c2nc3ccccc3o2)cc1,-6%,0%,i,?,-2%,-23,12%,-6%,i
COc1ccc(/C=C2\SC(=S)N(N3CCOCC3)C2=O)c(OC)c1,-6%,1%,i,-7%,-12%,0.9,-0.5%,6%,i
CCc1ccc(NC(=O)CC2C(=O)N(c3cccc(C)c3)C(=O)N2Cc2cccc(OC)c2)cc1 (configuration not stated),?,.,.,-27%,-25%,.,0.1%,?,.
Cc1nc2cc(N3CCCCC3)c(NC(=O)c3ccncc3)cc2c(=O)n1Cc1ccccc1,-1%,1%,i,-6%,-2%,-1.8,0.3%,-13%,i
Cn1c(N2CCN(C(=O)Nc3ccc(F)cc3)CC2)nc2ccccc21,15%,-3%,i,?,-3%,0.7,0.1%,4%,i
CCOC(=O)COc1cc(-n2c(=S)[nH]c3ccccc3c2=O)c(Cl)cc1Cl,6%,-2%,i,-20%,-5%,-3.2,-0.5%,0%,i
O=C(NN(C(=O)C1CC1)c1nc2ccccc2s1)C1CC1,7%,2%,i,8%,-21%,-1.2,-0.6%,0%,i
CCCc1nc2ccccc2c(=O)n1NC(=O)c1c(O)c2cccc3c2n(c1=O)CCC3,-4%,-4%,i,2%,-6%,-2.3,0.3%,-4%,?
CCc1nnc(N2C(=N)SCC2=O)s1,0%,1%,i,15%,-14%,-0.8,-0.1%,-16%,i
O=C(CN1C(=O)S/C(=C/c2cccnc2)C1=O)N1CCOCC1,-4%,1%,i,24%,-11%,-3.2,2.0%,-12%,i
COc1ccc(N2CCN(C(=O)C(=O)c3c(C)n(C)c4ccccc34)CC2)cc1,-12%,1%,i,-16%,-11%,-0.9,0.2%,3%,i
CCOc1ccc(CCNC(=O)CSc2nnnn2-c2ccccc2)cc1OCC,9%,.,i,-19%,-16%,.,-0.8%,10%,.
COc1ncccc1-c1nnn(-c2ccc(F)cc2)n1,9%,.,i,?,-22%,-3.4,?,-9%,i
C=CCn1c(C)cc(C)c(C#N)c1=O,1%,0%,i,5%,5%,-2.1,-0.5%,-34%,i
CCOc1cc(C(C(=O)NCC2CCCO2)N(C(=O)Cn2nnc3ccccc32)c2ccccc2C)ccc1O (configuration not stated),-6%,1%,i,-15%,0%,-0.1,-0.4%,-11%,i
CCOC(=O)c1c(NC(=O)c2ccc(F)cc2)sc2c1CCC(CC)C2 (configuration not stated),3%,.,i,0%,-22%,.,-0.2%,3%,.
COc1ccc(-c2cn3c(n2)sc2cc(C(=O)Nc4ccc(C)c(Cl)c4)ccc23)cc1,3%,.,.,?,-5%,.,4.4%,-2%,.
CC1(C(=O)Nc2ccccc2)Cc2c(-c3cccc(C(F)(F)F)c3)ccnc2O1 (configuration not stated),.,.,?,.,-22%,1.5,0.6%,?,i
O=C(CCn1nnc(-c2cccs2)n1)N1CCc2ccccc2C1,-2%,-1%,i,-11%,-11%,1.6,-0.1%,-21%,i
CCOC(=O)N1CCN(C(=O)COC(=O)C2CCN(S(=O)(=O)c3c(Cl)cccc3Cl)CC2)CC1,1%,1%,i,12%,12%,0.3,0.5%,-3%,i
COc1ccc(C(c2sc3nc(C)nn3c2O)N2CCc3ccccc3C2)cc1 (configuration not stated),6%,0%,i,3%,-21%,-0.3,0.7%,-5%,i
Cc1ccc(N(C)C(=O)c2cc(S(=O)(=O)N3CCCCC3)c[nH]2)cc1,2%,-6%,i,6%,3%,2.4,-1.9%,-4%,i
CC(=O)Nc1ccc(S(=O)(=O)N2CCN(S(=O)(=O)c3ccc(F)c(F)c3F)CC2)cc1,8%,0%,i,18%,10%,1.3,-0.2%,5%,i
O=S(=O)(Cc1ccccc1Cl)NCCc1ccc(F)cc1,-6%,2%,i,-17%,-1%,-3.2,0.1%,-6%,i

# As entered above.
# TGFb SMAD3 inh with `CCOC(=O)c1c(NC(=O)c2ccc(F)cc2)sc2c1CCC(CC)C2` (configuration not stated) = 3%
# CCT chaperon mod with `Cc1ccc(N(C)C(=O)c2cc(S(=O)(=O)N3CCCCC3)c[nH]2)cc1` = 2.4

# Sorted by value in Nrf2 ARE act (low to high): some entries from above.
smiles,Mm-Cpn inhibitor,CCT chaperon mod,Nrf2 ARE act,pAkt inh
COc1ccccc1/C=C/c1nc(C#N)c(NCC(C)C)o1,.,.,-3.1%,.
O=C(Cc1cccs1)Nc1ccccc1C(=O)O,1%,-1.4,-0.8%,i
COc1ccc(C(C)=NOC(=O)c2c(-c3ccccc3Cl)noc2C)cc1CN1CCOCC1,.,0.4,3.4%,i
